Xi reactivation – reactivates the inactive X chromosome in mouse fibroblasts; 360,000 compounds, 0.055% hits; AID 743238; XiGFP mouse fibroblasts, % GFP-positive cells imaging, 3 d; cells co-treated with 5-aza-dC sensitizer; scaled so ellipticine positive control = 100%; activation, % at 7.58 µM;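 active = mean normalized replicate activation at least 10% and every replicate at or above 10%; inconclusive = only one of the two criteria met; inactive = mean below 10% and not all replicates reach 10%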;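 note: 0% = median of on-plate neutral control wells and 100% = ellipticine 6 µM median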
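Assay system – SV40-immortalized XiGFP fibroblast cells, line 68-5-11 · Buffer or medium – DMEM supplemented with 5-aza-dC as sensitizing agent · Dosing – one concentration, pinned · Benchmarks – positive control ellipticine, 6 µM final · Times – 3 days compound exposure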
E-sel inducer – induces E-selectin expression in human endothelial cells; P16581; HUVEC E-selectin immunofluorescence imaging; normalized: neutral wells 0, TNF-alpha wells 100; activation, % at 7.58 µM; 260,000 compounds, 0.37% hits;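 active = mean E-selectin-positive cell signal at least 10% of the positive control, reached in at least 60% of replicates, without over 20% cell loss; inconclusive = no rule given, readout overlaps actives, possibly toxicity-flagged; inactive = the rest, including those meeting only one limit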;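 note: in these data hits start at about 27%; measured in HUVEC primary endothelial cells; signal is the percent of cells scored E-selectin positive by PE staining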
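Read-out: % PE-positive cells | Test system: HUVEC | Doses: One compound dose added by pin transfer | Buffer or medium: EGM-2 over gelatin coat | Signal: Immunofluorescence imaging | Benchmarks: TNF-alpha, DMSO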
CASP6 VEID inh – inhibitors of human caspase-6; purified caspase-6, Z-VEID-R110 cleavage fluorescence; 350,000 compounds, 0.53% hits; AID 686996; inhibition, % at 12.5 µM; P55212;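 active = mean inhibition across replicates at least about 35%, with every replicate also reaching that limit, limit read from the data; inconclusive = only one of the two criteria met; inactive = neither criterion met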;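 note: 0% = median of neutral control wells and 100% = no fluorescence left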
Target sequence (P55212 24-179 limits assumed): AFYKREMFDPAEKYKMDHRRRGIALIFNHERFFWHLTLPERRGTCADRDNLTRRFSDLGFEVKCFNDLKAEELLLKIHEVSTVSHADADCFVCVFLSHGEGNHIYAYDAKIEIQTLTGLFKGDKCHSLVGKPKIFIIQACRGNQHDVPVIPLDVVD
Target sequence (P55212 194-293 limits assumed): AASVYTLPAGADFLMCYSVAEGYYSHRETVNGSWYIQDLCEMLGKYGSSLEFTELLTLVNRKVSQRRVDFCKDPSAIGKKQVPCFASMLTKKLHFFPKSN
RAD52 anneal inh – RAD52 (human) annealing inhibition | P43351 | recombinant RAD52 DNA annealing, FRET fluorescence | inhibition, % at 18.7 µM | 360,000 compounds, 0.46% hits | AID 651710;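 active = every replicate showing at least 50% inhibition; inconclusive = mean inhibition at least 50% but not in every replicate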
Target sequence (P43351 whole entry, looked up): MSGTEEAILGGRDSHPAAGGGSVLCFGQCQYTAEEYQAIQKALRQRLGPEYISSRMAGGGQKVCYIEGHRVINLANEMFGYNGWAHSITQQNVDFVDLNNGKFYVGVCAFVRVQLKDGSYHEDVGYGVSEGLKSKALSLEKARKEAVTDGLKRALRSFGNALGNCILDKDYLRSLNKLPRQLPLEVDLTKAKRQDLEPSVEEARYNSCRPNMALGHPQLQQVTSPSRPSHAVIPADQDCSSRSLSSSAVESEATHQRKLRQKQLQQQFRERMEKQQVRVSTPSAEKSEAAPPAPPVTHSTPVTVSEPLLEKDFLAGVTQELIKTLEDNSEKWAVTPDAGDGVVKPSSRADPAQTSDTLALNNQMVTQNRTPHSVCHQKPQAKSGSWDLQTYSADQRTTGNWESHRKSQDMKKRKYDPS
INS-1E GSIS act – primary screen for activators of insulin secretion dependent on glucose, INS-1E cells, GLuc reporter luminescence | INS-1E GLuc reporter insulin secretion, 2-3 h | activation, % at 16.6 µM | 370,000 compounds, 0.61% hits | AID 743287;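 active = lowest replicate activation of at least 40%, so every replicate reaches that level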;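 note: 0% = median of neutral control wells and 100% = median of IBMX positive control wells; some compounds called inactive have numbers as strong as hits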
DENV2 CPE – inhibitors of DENV2 cytopathic effect. DENV2-infected cells, cytopathic effect rescue, plate reader. CPE inhibition, % at 9.99 µM. 350,000 compounds, 1.7% hits. AID 651640; in the data active = CPE inhibition above about 20%, passing the limit was not always enough; inconclusive = no clear call, values can overlap the other calls; tested in BHK-21 cells;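 note: 0% = median of neutral control wells and 100% = median of positive control wells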
F508del corr – CFTR F508del correction in bronchial cells; activity (quench increase), % at 7.58 µM; CFBE cells, YFP halide quenching; stimulated with forskolin plus potentiator P3; % fluorescence drop versus neutral controls; AID 720511; 350,000 compounds, 0.36% hits;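 active = mean added fluorescence quench of at least 8% versus neutral control, with both replicates also reaching 8%; inconclusive = only one of the mean or replicate conditions met; inactive = mean below 8% and not both replicates reaching 8%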;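 note: cells transiently co-express mutant CFTR-F508del with the halide-sensitive YFP; corrector assay measuring rescue of mutant channel to the surface after 24 h compound exposure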
RAD54 branch – RAD54 (human) branch migration inhibition; Q92698; RAD54 Holliday junction branch migration, FAM/BHQ fluorescence; inhibition, % at 10.4 µM; 360,000 compounds, 0.14% hits;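 active = mean normalized replicate activity at least 40 and at least half of replicates scoring 40 or more; inconclusive = only one of the two criteria met; inactive = mean below 40 and under half of replicates reaching 40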;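 note: 0% = median of neutral control wells and 100% = median of positive control wells; inhibitors cause a drop in the FAM fluorescence signal; in these data hits start at about 50%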
Numbers without * were called inactive; ? = inconclusive; . = no result given; & = joins results of further samples.

SMILES | Xi reactivation | E-sel inducer | CASP6 VEID inh | RAD52 anneal inh | INS-1E GSIS act | DENV2 CPE | F508del corr | RAD54 branch
Nc1nonc1-n1nnc(C(=O)N/N=C/C2CC=CCC2)c1CSc1ccccc1 (configuration not stated) | 0.2 | 4.1 | -1 | -2 | 14 | 5 | -1.1 | .
COc1ccc(NCC(=O)N/N=C/c2cc([N+](=O)[O-])ccc2N2CCCC2)cc1 | 0.0 | . | . | -6 | -1 | 0 | 2.9 | .
COCCNC(=O)C[C@H]1CC[C@H]2[C@@H](COc3ccc(NC(=O)c4cnccn4)cc3C(=O)N2C)O1 | 0.4 | 0.1 | -2 | 11 | 6 | -3 | 1.4 | 0
CC(C)COC(=O)c1ccccc1N1C(=O)C2C3CCC(C3)C2C1=O (configuration not stated) | 0.0 | 0.7 | -2 | -13 | -8 | 18 | -1.0 | .
COC(=O)c1ccccc1S(=O)(=O)N1CCC(C(=O)OC(C)C(=O)N(C)Cc2ccccc2)CC1 (configuration not stated) | 0.0 | -2.3 | -2 | -7 | -14 | 5 | -1.7 | 2
CC(C)(C)c1ccc(NC(=O)N2CCCN(c3ccc([N+](=O)[O-])cn3)CC2)cc1 | 0.1 | 76* | 1 | -15 | -1 | 0 | -1.1 | -11
CCOc1cc(/C=C2/SC(=S)NC2=O)ccc1OC(=O)c1ccco1 | 0.0 | . | 13 | -32 | -5 | 5 | . | .
Cc1ccc(S(=O)(=O)Nc2ccc3c(c2)CC(=O)N([C@@H](C)CO)C[C@@H](C)[C@H](CN(C)Cc2ccccc2)O3)cc1 | 1.4 | -0.2 | 1 | -3 | -17 | 7 | 0.0 | 5
CC(Oc1coc(CN2CCN(C(=O)c3ccco3)CC2)cc1=O)c1ccccc1 (configuration not stated) | 0.0 | -0.1 | 3 | 1 | -22 | -2 | -2.8 | -4
COc1ccc(NC(=O)c2cc3ccccc3o2)cc1OC | 0.2 | . | 2 | -12 | 3 | 3 | 2.5 | 10
COC(=O)c1ccc(CSc2cc(C)c3ccccc3n2)o1 | 0.0 | -0.9 | 3 | -42 | 3 | 4 | -1.1 | .
COc1cc2cc(CCCOC(=O)c3ccc(F)cc3)oc(=O)c2cc1OC | 0.1 | -0.1 | -2 | -21 | 2 | 19 | -1.2 | 10
Cc1c(C(=O)N/N=C/c2ccccc2)[nH]c2ccc(Cl)cc12 | 0.1 | . | -5 | -1 | 6 | -2 | 2.4 | .
CCCC#Cc1cnc2c(c1)C(=O)N([C@@H](C)CO)C[C@H](C)[C@@H](CN(C)S(=O)(=O)c1cn(C)cn1)O2 | 0.4 | -0.1 | 3 | 5 | 14 | 9 | 0.2 | -2
Cc1cc(C)cc(NC(=S)NCc2ccc(S(N)(=O)=O)cc2)c1 | 0.0 | . | 1 | -7 | 0 | -1 | 5.0 | -17
COCc1cc(C)nc(SCC(=O)Nc2ccc(N3CCOCC3)cc2)c1C#N | 0.0 | -0.3 | 2 | -5 | 8 | -3 | -0.3 | 2
CCOC(=O)C1(C)CCCCN1C(=O)c1cccc(Cl)c1 (configuration not stated) | -0.1 | -0.2 | -3 | -14 | 96* | 10 | -0.4 | -10
CCC(C)c1ccc(OCc2ccc(C(=O)O)o2)cc1 (configuration not stated) | 0.1 | 0.4 | 3 | -9 | -3 | -6 | 3.4 | .
COc1ccc(-c2cc(C(=O)N/N=C(\C)c3cccnc3)c3ccccc3n2)cc1 | 0.1 | 0.5 | 0 | -8 | -3 | 4 | 1.9 | 1
CC(NC(=O)c1cccc(S(=O)(=O)N2CCCCCC2)c1)c1ccccc1 (configuration not stated) | -0.1 | 0.4 | 2 | -9 | . | 1 | 3.8 | -3
COc1ccc(OC)c(C=NNC(=O)c2ccc(NS(=O)(=O)c3cccs3)cc2)c1 | 0.1 | 0.8 | -1 | -7 | . | ? | 0.6 | -1
Cc1coc2cc3oc(=O)c(CCC(=O)N4C[C@H]5C[C@@H](C4)c4cccc(=O)n4C5)c(C)c3cc12 | . | . | 1 | -7 | -3 | -5 | -3.9 | -7
COc1ccc(S(=O)(=O)Nc2cccc3c2O[C@H](CN(C)C(=O)Nc2ccccc2)[C@@H](C)CN([C@H](C)CO)C3=O)cc1 | -0.2&0.2 | -0.1 | 1 | -7 | 2&-23 | 4 | -0.6 | 2
CC(C)(C)c1ccc(C(=O)OC/C(O)=C(\C#N)c2nc3ccccc3s2)cc1 | 0.0 | . | 2 | -9 | -1 | -1 | . | .
Nc1nc(SCc2ccc(Cl)cc2Cl)c2ncn(C3OC(CO)C(O)C3O)c2n1 (configuration not stated) | 0.2 | 0.0 | 2 | -11 | -5 | -6 | -1.4 | -3
CC(=O)Nc1cccc(NC(=O)c2cc([N+](=O)[O-])ccc2N2CCCCC2)c1 | 0.1 | . | 36* | -8 | -1 | 4 | 3.7 | -10
Cc1c(NS(=O)(=O)c2cccc(C(=O)NC(C)c3ccccc3)c2)c(=O)n(-c2ccccc2)n1C (configuration not stated) | 0.1 | . | 2 | 1 | 12 | 18 | 1.3 | -5
Cc1ccnc(NCc2cc(Cl)cc(Cl)c2O)c1 | 0.0 | 0.0 | 0 | -20 | -20 | 6 | 2.4 | -5
O=C(Cc1ccccc1)Nc1ccnn1C1CCN(Cc2ccc(CO)o2)CC1 | 0.1 | 1.9 | 1 | -6 | 37 | -4 | -1.0 | -12
CCCNC1=C(N(C(C)=O)c2cccc(F)c2)C(=O)c2ccccc2C1=O | 1.1 | -2.6 | 80* | -8 | -25 | . | . | 6
Cc1ccccc1S(=O)(=O)NCC[C@H]1CC[C@@H](NC(=O)Nc2cccc(F)c2)[C@H](CO)O1 | 0.0 | 0.5 | 2 | -10 | -16 | -1 | 1.7 | -2
CCCn1ncc(CN2CCC(C(=O)Nc3cccc(-c4cccc(F)c4)c3)CC2)c1C | 0.0 | 1.8 | -4 | -26 | -38 | 0 | -3.8 | 4
O=C(OCc1ccc(Br)cc1)c1ccncc1 | 7.1 | . | 0 | -12 | 0 | 13 | 0.7 | -3
CS(=O)(=O)Nc1ccc2c(c1)[C@@H]1C[C@@H](CC(=O)N3CCOCC3)O[C@@H](CO)[C@@H]1O2 | 0.0 | 0.2 | 1 | 4 | 4 | 0 | 1.2 | -10
CCOc1cc(C2c3c(-c4ccccc4)n[nH]c3C(=O)N2c2ccc(C(=O)O)cc2)ccc1O (configuration not stated) | 0.0 | 0.3 | 1 | -16 | 18 | 2 | -1.0 | .
Cc1cccc(OCC(=O)NCCCNC(=O)c2ccco2)c1 | 0.4 | 0.1 | -5 | 1 | -3 | 0 | 3.5 | -7
CCC(C)(C)n1nnnc1CN(Cc1cccs1)Cc1cc2cc(OC)ccc2[nH]c1=O | . | . | 2 | -3 | 5 | -5 | 0.2 | .
COc1ccc(NC(=O)Nc2ccc3c(c2)C(=O)N([C@H](C)CO)C[C@H](C)[C@H](CN(C)S(=O)(=O)c2ccccc2)OCCCC[C@H](C)O3)cc1 | 0.0 | . | 1 | -17 | 7 | -6 | 6.7 | 1
CN(Cc1ccccc1F)C(=O)c1cccc(NC(=O)CC2SC(N3CCCCC3)=NC2=O)c1 (configuration not stated) | 0.0 | 2.1 | 3 | -42 | -3 | 2 | 1.8 | 4
Cc1cccnc1NC(=O)C1c2ccccc2Oc2ccccc21 | 0.0 | . | 2 | -15 | -5 | -10 | -0.1 | -2
O=C1C=C(c2ccc(CO)cc2)C[C@@H](c2ccc(F)cc2)C1 | 0.1 | 0.1 | 5 | -11 | 15 | -2 | -2.8 | -4
O=C(COc1ccc(Cl)cc1Br)Nc1nnc(C2CC2)s1 | 2.5 | . | -3 | 2 | 29 | -4 | 0.2 | 7
COCC#Cc1ccc([C@@H]2[C@H](CO)N3C(=O)CN(C(=O)c4cccnc4)C[C@@H]23)cc1 | 0.1 | 1.3 | 3 | -18 | 0 | ? | 1.4 | .
COC(=O)c1cc(C)nc(Sc2ccccc2N)n1 | 0.2 | 0.9 | -2 | -19 | -6 | -3 | -1.1 | .
Nc1c(C(=O)c2ccccc2)sc2nsc(SCCN3CCCC3)c12 | ? | -0.3 | -3 | -141 | -4 | 57* | -4.6 | -44
CC(NCC(O)COC1CCC(C(C)(C)C)CC1)c1ccccc1 (configuration not stated) | 0.0 | . | 6 | 20 | 38 | 17 | . | 7
CCCCn1c(N)c(N(CCOC)C(=O)C2CC(=O)N(Cc3ccco3)C2)c(=O)[nH]c1=O (configuration not stated) | 0.0 | . | 3 | -17 | 5 | 7 | -3.1 | -6
O=C(NC[C@@H]1[C@@H](c2ccccc2)[C@@H](CO)N1C(=O)Cc1cccnc1)C1CC1 | 0.2 | 0.0 | -2 | -4 | 0 | 3 | -2.3 | 1
Cc1onc(-c2c(Cl)cccc2Cl)c1C(=O)c1ccccc1 | 0.0 | -0.1 | -3 | -13 | -23 | 6 | 0.0 | -9
CN1CCN(C(=O)c2cccc(NS(=O)(=O)c3ccc(Br)cc3)c2)CC1 | 0.0 | . | -2 | 1 | 10 | ? | -1.5 | -1
CC(C)=CCc1c(O)cc2c(=O)c3ccc(O)cc3oc2c1O | . | . | -1 | 23 | -1 | -3 | 0.1 | -11
O=C(Cn1ncc(Cl)c(Cl)c1=O)N1CCN(Cc2ccccc2)CC1 | 1.1 | . | 4 | -7 | -2 | -9 | -7.2 | .
CCOc1ccccc1NC(=O)CNC(=O)Cc1ccccc1 | 0.1 | 0.0 | 0 | -17 | -3 | 3 | -2.6 | 1
Cc1ccccc1N(CC(=O)N1CCN(Cc2ccccc2)CC1)S(C)(=O)=O | 0.0 | 0.8 | 2 | -2 | . | . | 2.6 | 4
COCc1nnc(NC(=O)c2ccc(S(=O)(=O)N3CCOCC3)cc2)o1 | 0.1 | -0.9 | -3 | -30 | 36 | -11 | -4.2 | 21

Compound activity: PubChem, Broad Institute
